Source: PubChem BioAssay
PTK2B oligo ant = antagonists of Pyk2 self-association, primary screen, Q293 cells, FERM NanoBiT luminescence, HTS; Protein-tyrosine kinase 2-beta (Homo sapiens), Q14289; hits give low values; z-score (the deposit names both 25 µM and 10 µM); 99,000 compounds, 0.83% hits; AID 1347419, 2020;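 active means Z-score of -3 or lower, scaled per plate to the spread of control and sample wells; inactive means z-score above -3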;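 further: negative z-score means lost luminescence so less FERM oligomerization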
CYP2C9 activ = human CYP2C9 activators, primary screen, biochemical, luminescence; Cytochrome P450 2C9 (Homo sapiens), P11712; recombinant CYP2C9, luciferin-H conversion; hits give high values; factor 1 = untreated enzyme, 0 = blocked; activation factor at 5 µM; 96,000 compounds, 1.4% hits;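 active means activation factor of 2 or more for CYP2C9 at a 5 µM dose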;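 further: 0 = sulfaphenazole-blocked wells and 1 = vehicle-only wells; values of inactives mirror those of a sister screen read the other way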
Target sequence (P11712 whole entry, looked up): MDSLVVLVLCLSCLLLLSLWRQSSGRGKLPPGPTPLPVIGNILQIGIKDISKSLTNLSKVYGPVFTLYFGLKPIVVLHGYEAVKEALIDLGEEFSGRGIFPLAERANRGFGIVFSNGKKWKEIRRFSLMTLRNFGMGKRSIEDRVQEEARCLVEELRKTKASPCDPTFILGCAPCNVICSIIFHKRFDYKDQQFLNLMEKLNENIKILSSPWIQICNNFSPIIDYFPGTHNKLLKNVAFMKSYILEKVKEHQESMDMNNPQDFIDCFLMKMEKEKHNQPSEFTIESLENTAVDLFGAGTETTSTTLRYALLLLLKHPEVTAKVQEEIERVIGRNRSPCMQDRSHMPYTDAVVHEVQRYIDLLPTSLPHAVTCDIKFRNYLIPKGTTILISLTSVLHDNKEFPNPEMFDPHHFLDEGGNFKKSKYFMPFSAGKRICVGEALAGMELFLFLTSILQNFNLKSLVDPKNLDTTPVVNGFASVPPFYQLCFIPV
Mac1 fbg enh = enhancers of CD11b/CD18 adhesion to fibrinogen, primary screen, K562 cells, luminescence; Integrin beta-2 (Homo sapiens) + Integrin alpha-M (Homo sapiens), P05107+P11215; ATPlite luminescence; activation, % at 10 µM; 93,000 compounds, 0.07% hits; AID 1499, 2009;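 active means 10 µM primary screen giving 50% or more activity, confirmed by 40% or more on retest at that dose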; further: strong numbers were not always called active; reference of the scale not given here
CYP2C9 inhib = blockers of cytochrome P450 2C9 activity – biochemical, luminescence, ADME assay, primary screen; 96,000 compounds, 20% hits; CYP2C9 Supersomes, luciferin-H conversion; P11712; inhibition, % at 5 µM;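 active means blocking of liver enzyme CYP2C9 beyond about 50% at 5 µM, limit read from the data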; further: values of inactives mirror those of a sister screen read the other way
CD11b adhes inh = inhibitors of CD11b/CD18 adhesion to fibrinogen, primary screen, K562 cells, luminescence; 93,000 compounds, 0.54% hits; inhibition, % at 10 µM; Integrin beta-2 (Homo sapiens) + Integrin alpha-M (Homo sapiens), P05107+P11215; ATPlite luminescence; Mn2+ added to activate the integrin;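 active means primary inhibition of 50% or more at 10 µM, then 40% or more on retest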; further: some results filed as inactive read as strong as hits
CYP2C19 activ = human CYP2C19 activators, primary screen, biochemical, luminescence; Cytochrome P450 2C19 (Homo sapiens), P33261; recombinant CYP2C19, luciferin-H EGE luminescence; hits give high values; 0 = fully inhibited enzyme, 1 = untreated enzyme; activation factor at 5 µM; 96,000 tested, under 10 active; AID 1025, 2008;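 active means activation factor of at least 2 at 5 µM in the primary screen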;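 further: 0 = wells with 2.5 mM tranylcypromine and 1 = vehicle-only wells; values of inactives mirror those of a sister screen read the other way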
Target sequence (P33261 whole entry, looked up): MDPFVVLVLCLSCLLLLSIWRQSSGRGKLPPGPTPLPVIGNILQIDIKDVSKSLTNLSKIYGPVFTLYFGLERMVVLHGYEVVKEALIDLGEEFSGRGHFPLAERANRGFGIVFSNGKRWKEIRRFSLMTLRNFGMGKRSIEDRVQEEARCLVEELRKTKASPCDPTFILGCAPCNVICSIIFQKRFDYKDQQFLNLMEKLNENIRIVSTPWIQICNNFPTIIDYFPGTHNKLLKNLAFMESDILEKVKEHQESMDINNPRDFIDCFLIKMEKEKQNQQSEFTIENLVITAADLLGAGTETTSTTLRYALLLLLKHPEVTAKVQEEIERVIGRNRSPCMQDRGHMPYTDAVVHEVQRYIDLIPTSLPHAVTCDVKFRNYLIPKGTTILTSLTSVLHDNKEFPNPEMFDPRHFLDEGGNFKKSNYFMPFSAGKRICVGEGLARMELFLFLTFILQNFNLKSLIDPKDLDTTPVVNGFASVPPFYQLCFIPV
MT1-MMP txn act = MT1-MMP promoter reporter activation – cell-based, luciferase luminescence, primary screen. activation factor at 10 µM. 86,000 compounds, 0.16% hits. HT1080 MT1-MMP promoter luciferase reporter, overnight; hits give high values. AID 750, 2007;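 active means activation factor of at least 2 for MT1-MMP transcription at 10 µM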
PLAP act = PLAP enzyme activators, biochemical, luminescence, HTS; purified PLAP enzyme, luminescent substrate read-out; hits give high values; 96,000 compounds, 1.2% hits; AID 696, 2007; activation fold at 20 µM; in the data active means activation fold above about 2
CYP2C19 inh = blockers of cytochrome P450 2C19 activity – biochemical, luminescence, ADME assay, primary screen. P33261. CYP2C19 Supersomes, luciferin-H EGE luminescence, 30 min. inhibition, % at 5 µM. 96,000 compounds, 21% hits. AID 778, 2007;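 active means CYP2C19 inhibition above a set limit at 5 µM in the primary screen, cut at about 50% in these data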;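 further: plate controls were negative control wells for no effect and 2.5 mM tranylcypromine positive control for full effect; values of inactives mirror those of a sister screen read the other way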
The depositor's hits bear a star; · = not tested or not shown.

The first 2 compounds, ahead of the listing:
PTK2B oligo ant,CYP2C9 activ,Mac1 fbg enh,CYP2C9 inhib,mol,CD11b adhes inh,CYP2C19 activ,MT1-MMP txn act,PLAP act,CYP2C19 inh
·,0.2,-0.9,76.2*,COC(=O)C1=C(C)NC2=C(C(=O)CCC2)C1c1cccs1 (centres undefined),-29.7,0.2,0.6,0.9,79.1*
-2.04,0.5,-6.6,49.0,CCOC(=O)c1c(NC(=O)CN(CC)CC)sc2c1CCN(C(=O)OCC)C2,39.2,0.8,0.9,1.7,24.7

The listing, from the first entry:
PTK2B oligo ant,CYP2C9 activ,Mac1 fbg enh,CYP2C9 inhib,mol,CD11b adhes inh,CYP2C19 activ,MT1-MMP txn act,PLAP act,CYP2C19 inh
·,0.2,-0.9,76.2*,COC(=O)C1=C(C)NC2=C(C(=O)CCC2)C1c1cccs1 (centres undefined),-29.7,0.2,0.6,0.9,79.1*
-2.04,0.5,-6.6,49.0,CCOC(=O)c1c(NC(=O)CN(CC)CC)sc2c1CCN(C(=O)OCC)C2,39.2,0.8,0.9,1.7,24.7
-0.46,0.9,35.2,14.0,O=C(NC1CCCCC1)C(c1ccc(F)cc1)N(C(=O)c1cccs1)c1ccc2c(c1)OCO2 (centres undefined),-18.5,1.1,·,1,-5.3
-0.16,1.3,7.3,-27.4,CCc1c(C)[nH]c2ccc(C)cc2c1=O,-33.3,0.8,1.5,0.7,15.9
·,1.1,-1.1,-13.6,O=C(Cn1cnc2c(nnn2-c2ccccc2)c1=O)N1CCOCC1,-7.5,1.2,1.1,1.2,-19.8
0.64,0.9,-1.4,6.7,O=C1CCCc2nc(NCc3ccco3)ncc21,-7.6,0.9,1.2,0.9,5.7
-0.59,0.9,-0.6,10.5,CC(=O)N=c1ncn(CC(COC(C)=O)OC(C)=O)c2nc[nH]c12 (centres undefined),-3.8,1,1.2,0.8,4.1
-0.28,0.9,-1.5,7.2,CCN(CC)Cc1cc2ccccc2c2c1COC2,-9.6,0.8,1.1,1.3,17.0
-0.28,1,-2.0,0.4,O=C(Cn1[nH]c(=O)c2ccccc2c1=O)NC1CCN(Cc2ccccc2)CC1,-1.0,1,1.1,1.2,-2.1
-0.44,1,1.4,4.9,Cc1ccc(N/C=C(/C#N)c2ccsc2)cc1C,-8.7,0.7,·,1.1,27.1
1.12,0.2,1.6,79.1*,O=C1NC(c2ccc3c(c2)OCO3)Oc2ccccc21 (centres undefined),-0.2,0,1.1,0.9,95.9*
0.43,0.2,1.9,82.6*,O=C(NCc1ccco1)c1cnn2c1NC(c1ccccc1)CC2C(F)(F)F (centres undefined),6.9,0.5,1.1,1.5,45.4
·,0.5,4.1,45.9,COC(=O)c1ccc(CSc2ncnc3ccccc23)o1,7.0,0.3,1,0.9,69.8*
-0.64,0.6,-2.0,39.9,COc1ccc(-c2cc(C(F)(F)F)nc(SCC(=O)NCc3cccs3)n2)cc1,-0.8,1.1,·,1.1,-12.3
-0.18,0.8,-4.2,23.6,CCOC(=O)c1c(C)nc2c(C)cccn12,-13.7,0.8,·,1.1,24.9
0.28,0.9,-0.2,9.6,COc1ccccc1NC(=S)NNC(=O)c1nn(C)c(C)c1Cl,-2.9,0.7,·,2.1*,28.6
0.41,0.6,8.5,38.4,COC(=O)CN(c1ccccc1OC)S(=O)(=O)c1ccccc1,-42.7,0.5,1.1,1,49.6
-0.07,1.1,-3.3,-6.2,Cc1nc(N)sc1Cc1ccc2c(c1)OCO2,6.6,0.5,1.2,1.2,46.3
0.12,0.1,-4.5,86.8*,N#Cc1ccc(OCc2nnc(SCC(=O)N3CCCc4ccccc43)n2-c2ccccc2)cc1,-2.8,0.1,1.1,1.7,85.2*
·,1,-2.2,-1.7,COc1ccc(N2CCN(CCCNS(=O)(=O)c3ccc4c(c3)oc(=O)n4C)CC2)cc1,-12.4,1.1,1.1,1.4,-7.1

Rewritten with values under each structure: entries from further up
Fields – PTK2B oligo ant	CYP2C9 activ	Mac1 fbg enh	CYP2C9 inhib	CD11b adhes inh	CYP2C19 activ	MT1-MMP txn act	PLAP act	CYP2C19 inh
- CC(=O)N=c1ncn(CC(COC(C)=O)OC(C)=O)c2nc[nH]c12 (centres undefined)
  -0.59	0.9	-0.6	10.5	-3.8	1	1.2	0.8	4.1
- CCN(CC)Cc1cc2ccccc2c2c1COC2
  -0.28	0.9	-1.5	7.2	-9.6	0.8	1.1	1.3	17.0
- O=C(Cn1[nH]c(=O)c2ccccc2c1=O)NC1CCN(Cc2ccccc2)CC1
  -0.28	1	-2.0	0.4	-1.0	1	1.1	1.2	-2.1
- Cc1ccc(N/C=C(/C#N)c2ccsc2)cc1C
  -0.44	1	1.4	4.9	-8.7	0.7	·	1.1	27.1
- O=C1NC(c2ccc3c(c2)OCO3)Oc2ccccc21 (centres undefined)
  1.12	0.2	1.6	79.1*	-0.2	0	1.1	0.9	95.9*
- O=C(NCc1ccco1)c1cnn2c1NC(c1ccccc1)CC2C(F)(F)F (centres undefined)
  0.43	0.2	1.9	82.6*	6.9	0.5	1.1	1.5	45.4

(more compounds)
PTK2B oligo ant,CYP2C9 activ,Mac1 fbg enh,CYP2C9 inhib,mol,CD11b adhes inh,CYP2C19 activ,MT1-MMP txn act,PLAP act,CYP2C19 inh
-0.72,0.7,·,32.5,Cc1ccc(NC(=O)CN(C)C(=O)CSc2nc3ccccc3o2)cc1,·,0.8,1.1,1,21.7
-1.95,1,-4.2,-0.5,N#C/C(=C\Nc1ccc2c(c1)OCCO2)c1nc2ccccc2[nH]1,3.5,0.8,1.4,1.1,23.5
0.2,1.3,-2.6,-29.7,COc1ccc(CCN2CNc3c(c(=O)n(C)c(=O)n3C)C2)cc1OC,6.2,1.2,1,1.3,-22.1
0.27,1,0.0,-4.0,CC(=O)NC12CC3CC(C1)CC(C(=O)OCC(=O)NC(=O)c1cccn1C)(C3)C2,-1.8,1.1,1.3,1.2,-7.3
-0.23,0.7,-1.6,25.6,COc1ccc(OC)c(-c2nnc(SCC(=O)N3CCCc4ccccc43)o2)c1,-5.4,0,1,1.4,98.1*
-0.31,0.8,-2.5,17.2,CN(C)S(=O)(=O)c1cc(S(=O)(=O)N(C)C)c(Cl)cc1N,9.5,0.7,1.1,1.1,33.4
1.83,1,5.3,-3.8,COc1cc(NC(=O)C2CCCCN2)ccc1OCC(C)C (centres undefined),8.8,1.1,1.1,0.9,-11.2
·,1,-2.3,4.2,CCCC(=O)NCCc1cc2ccc(C)c(C)c2[nH]c1=O,-68.8,0.9,1,1.1,5.8
0.61,0.7,·,26.5,CCOC(=O)Cc1csc(NC(=O)COc2ccccc2OC)n1,·,0.8,·,1,22.1
-0.24,0.5,-0.7,47.6,Cc1cc(O)cc(=O)n1Cc1ccco1,-12.5,0.8,·,0.9,20.0
1.51,0.8,0.7,23.3,Cc1cc(NC(=O)CN2CCC(O)(c3cccc(F)c3)CC2)no1,-52.0,0.7,1.1,1.1,34.5
0.69,0.8,0.9,23.6,Cc1ccc(CNC(=O)CN(C)S(=O)(=O)c2cccc3nsnc23)cc1,-11.8,0.4,1.1,0.9,59.2*
0.72,0.1,5.8,86.3*,Cc1nn(Cc2ccc([N+](=O)[O-])cc2)c(=O)n1-c1ccc(F)cc1,-2.1,0.5,·,0.9,45.5
0.42,0.9,-1.8,10.5,COCCNc1nc2c(c(=O)n(C)c(=O)n2C)n1Cc1cccc(C)c1,4.6,0.7,1,1,25.8
-1.02,0.6,-0.4,38.7,C=CCSc1nnc2c(n1)[nH]c1c(C)cccc12,7.6,0.7,1.6,0.8,25.3
-0.79,0.4,2.2,56.5*,CC1Oc2ccccc2N(CC(=O)N2CCc3ccccc32)C1=O (centres undefined),-6.2,0.5,1,1,51.6*
0.64,0.4,0.9,55.2*,CCOC(=O)CCC(NC(=O)c1ccc(NCN2C(=O)c3ccccc3C2=O)cc1)C(=O)OCC (centres undefined),12.1,0.8,1.1,1.2,17.8
-0.5,0.5,2.5,54.3*,COCCn1c(SCC(=O)Nc2sc(C)c(C)c2C#N)nnc1-c1ccc(OC)cc1,-1.1,0.6,1.1,1.2,43.7
0.74,0.6,-6.8,43.0,Cc1cc2c(c(=O)n1CCN(C)C)C(c1ccccc1Br)C(C#N)=C(N)O2 (centres undefined),6.9,0.9,1.2,1.1,9.7
-0.54,0.5,-2.6,51.3*,Oc1ccccc1-c1cc(-c2ccco2)[nH]n1,0.3,0.6,2.1*,1.8,38.2
0.13,0.9,-2.6,11.9,CCC(NC(=S)NCc1ccccc1)C(=O)O (centres undefined),-1.4,0.5,1.2,1.3,54.5*
0.41,0.7,-1.3,31.1,O=C(CCCc1nc(-c2ccccc2)no1)NCc1cccnc1,0.9,0.8,1.1,1.1,20.8
0.67,1.1,-1.0,-13.5,Cc1ccc(C)c(OCC(O)CN2C(C)CCCC2C)c1 (centres undefined),-12.0,1,1.1,0.9,4.5
0.02,1.1,-0.7,-12.3,COc1ccccc1OCC(=O)Nc1ccc(S(=O)(=O)Nc2cc(C)nc(C)n2)cc1,-0.2,1.2,1,1.1,-16.5
1,0.2,-0.3,76.2*,Cc1noc(C)c1S(=O)(=O)N(CCc1ccccc1)Cc1ccccc1,0.1,0.6,1.1,1,40.9
1.25,0.9,·,14.9,CCOC(=O)Cn1nc(/C=C/c2ccccc2)ccc1=O,·,1,·,0.9,2.2
·,0.9,5.1,12.6,CC1=CC(=C2C(=O)c3ccccc3C2=O)C=C(C)N1C,-0.3,0.9,1.6,0.9,12.4
-0.02,0.9,-1.5,14.9,CCCCNC(=S)NC(=O)c1ccc(Cl)cc1Cl,9.0,0.6,·,1.2,35.9
-0.11,0.9,1.4,7.5,COc1ccc(N2CC(C)Cn3c2nc2c3c(=O)n(Cc3ccc(F)cc3)c(=O)n2C)c(OC)c1 (centres undefined),-4.1,1.1,1.2,1.4,-13.9
-0.01,1.1,3.2,-5.4,N/C(Cn1nnc(-c2ccccc2)n1)=N\O,-3.3,1.1,1,0.9,-10.2
